Rac1 wt GTP bind: alters GTP binding to wildtype human Rac1; 190,000 compounds, 0.27% hits; GST-Rac1 beads, fluorescent GTP binding, flow cytometry; actives lie on both sides; 0 = cold GTP competed, 100 = untreated; P63000; AID 757; GTP binding activity (% of control), % at 10 µM;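 active = GTP binding activity at least 20 points away from the 100% control level, either lower or higher; inconclusive = compound flagged as likely green fluorescent, judged across all proteins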
Bim-Bfl-1: disrupts Bim binding to human Bfl-1; inhibition, % at 10 µM; Q16548; AID 1008; 190,000 compounds, 0.12% hits; Bead-based flow cytometry, Bim-Bfl-1 binding inhibition;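 note: 0% = wells without compound plus tracer and 100% = blocker peptide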
HRas wt GTP: modulators of GTP binding to human HRas wildtype | P01112 | GST-Ras wt beads, Bodipy-FL-GTP binding, flow cytometry; actives lie on both sides | GTP binding activity, % at 10 µM | 190,000 compounds, 0.14% hits | AID 759;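 active = GTP binding activity at least 20% away from the 100% baseline, either lowered as inhibitor or raised as activator; inconclusive = flagged as likely green fluorescent, judged across all proteins in the well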;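 note: 0% = unlabeled GTP competition control and 100% = no-compound control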
Target sequence (P01112 whole entry, looked up): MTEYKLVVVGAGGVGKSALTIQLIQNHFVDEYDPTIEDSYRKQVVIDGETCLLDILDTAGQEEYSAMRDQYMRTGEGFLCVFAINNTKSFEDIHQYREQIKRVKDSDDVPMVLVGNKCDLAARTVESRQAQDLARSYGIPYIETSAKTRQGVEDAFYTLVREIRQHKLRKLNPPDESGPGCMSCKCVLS
Rac1 mut GTP: human Rac1 activated mutant GTP binding change; P63000; GST-Rac1 activated beads, fluorescent GTP binding, flow cytometry; actives lie on both sides; 100% means binding = to untreated wells; percent activity (GTP binding), % at 10 µM; 190,000 compounds, 0.11% hits;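 active = GTP binding at least 20 percentage points away from the 100% baseline, in either direction, so actives lie on both sides; inconclusive = Compound likely fluorescent itself, or too few beads counted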
Bcl-2 Bim block: inhibitors of Bim-Bcl-2 interaction, human. 190,000 compounds, 0.06% hits. Bead-based flow cytometry, Bim peptide-Bcl-2 binding. inhibition, % at 10 µM; in the data active = inhibition above about 40%; inconclusive = no clear call, values can overlap the other calls;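 note: 0% = no compound wells with probe peptide and 100% = reference peptide inhibitor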
Bcl-W Bim block: disrupts Bim peptide binding to human Bcl-W | Q92843 | bead-based flow cytometry | inhibition, % at 10 µM | 190,000 compounds, 0.02% hits | AID 952;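 note: 0% = bound tracer without compound and 100% = peptide blocker; higher means less fluorescent Bim peptide bound to Bcl-W beads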
Target sequence (Q92843 whole entry, looked up): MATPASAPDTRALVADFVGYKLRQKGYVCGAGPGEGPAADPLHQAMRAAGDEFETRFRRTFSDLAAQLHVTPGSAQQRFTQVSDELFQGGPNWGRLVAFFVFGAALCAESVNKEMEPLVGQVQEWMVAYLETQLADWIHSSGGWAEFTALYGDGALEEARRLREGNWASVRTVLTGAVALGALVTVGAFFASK
Bcl-XL Bim block: disrupts Bim peptide binding to human Bcl-XL | inhibition, % at 10 µM | 190,000 compounds, 0.04% hits | Q07817 | bead flow cytometry, fluorescence
Target sequence (Q07817 whole entry, looked up): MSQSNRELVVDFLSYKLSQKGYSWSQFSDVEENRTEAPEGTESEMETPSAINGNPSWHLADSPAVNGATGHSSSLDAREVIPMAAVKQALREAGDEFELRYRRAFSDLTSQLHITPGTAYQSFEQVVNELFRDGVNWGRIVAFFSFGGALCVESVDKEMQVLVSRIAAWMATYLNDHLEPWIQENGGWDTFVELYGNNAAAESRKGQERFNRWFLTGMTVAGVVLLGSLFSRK
Cdc42 wt: human Cdc42 wildtype GTP binding change, either direction; P60953; AID 761; GST-Cdc42 beads, Bodipy-GTP binding, flow cytometry; actives lie on both sides; percent activity (GTP binding), % at 10 µM; 190,000 compounds, 0.2% hits;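 active = percent activity GTP binding at least 20 points away from the 100% baseline, either down as inhibitor or up as activator; inconclusive = compound flagged as likely green fluorescent from well-wide comparison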;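 note: median bead fluorescence of bound Bodipy-FL-GTP at 100 nM; 0% = excess unlabeled GTP control and 100% = no compound control; below 100% means less GTP binding so inhibitor and above means activator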
Target sequence (P60953 whole entry, looked up): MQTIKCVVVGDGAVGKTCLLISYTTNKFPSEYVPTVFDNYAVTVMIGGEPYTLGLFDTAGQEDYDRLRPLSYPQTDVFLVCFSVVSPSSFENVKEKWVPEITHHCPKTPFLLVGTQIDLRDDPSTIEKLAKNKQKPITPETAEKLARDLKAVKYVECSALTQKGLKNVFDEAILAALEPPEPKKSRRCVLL
Rab7 wt GTP bind: dog Rab7 wildtype GTP binding, inhibitors and activators | 190,000 compounds, 0.055% hits | GTP binding activity (percent of control), % at 10 µM | AID 758 | GST-Rab7 beads, fluorescent GTP binding, flow cytometry; actives lie on both sides; untreated = 100%, excess cold GTP = 0%;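 active = fluorescent GTP binding to Rab7 beads changed by at least 20 points from the 100% baseline, either direction, mostly lower; inconclusive = compound itself probably fluorescent, or too few beads counted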;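 note: median green fluorescence of bound Bodipy-FL-GTP per Rab7 bead population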
Rab2A wt mod: changes GTP binding to wildtype dog Rab2A, up or down; GST-Rab2 wt beads, Bodipy-GTP binding, flow cytometry; GTP binding activity, % at 10 µM; 190,000 compounds, 0.19% hits; AID 760;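 active = GTP binding activity at least 20 points away from 100%, either lowered or raised; inconclusive = signal likely due to the compound's own green fluorescence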;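 note: 0% = beads with excess unlabeled GTP and 100% = no-compound control corrected for plate trend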
Bim-Bcl-B: disrupts Bim peptide binding to human Bcl-B | Q9HD36 | bead-based flow cytometry | inhibition, % at 10 µM | 190,000 compounds, 0.073% hits | AID 951;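 note: 0% = tracer peptide without compound and 100% = reference inhibitor peptide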
* = called active by the depositor; ? = inconclusive. Cut-off read from the data, not from the text of the source, unless noted: active = inhibition above about 40%.

Bcl-2 Bim block	Rab2A wt mod	Cdc42 wt	Bcl-W Bim block	Bim-Bcl-B	Rac1 mut GTP	Bcl-XL Bim block	Rac1 wt GTP bind	HRas wt GTP	Bim-Bfl-1	Rab7 wt GTP bind	Compound
0	97	97	-1	-6	99	-1	98	95	-4	96	CN(CCc1cn[nH]c1)C(=O)CC1C(=O)NCCN1Cc1ccccc1C(F)(F)F (stereo not given)
-4	98	100	0	-4	96	1	103	95	-1	99	CN(C)S(=O)(=O)c1ccc(C(=O)Oc2coc(CSc3ncccn3)cc2=O)cc1
10	97	90	-2	-1	91	-1	93	93	5	92	Nc1nc(SCc2ccc(Cl)cc2Cl)ns1
-9	102	106	0	-7	100	-1	108	104	-10	101	Cc1cc(C)n2c(SCc3cccs3)nnc2n1
-2	100	99	-5	-3	96	0	101	100	-5	100	NCCCNc1ccc([N+](=O)[O-])cc1C(F)(F)F
-8	98	97	-3	-9	95	-4	99	99	-8	105	COCCSc1ccccc1C(=O)Nc1ccccc1C#N
-2	94	95	-4	0	96	-2	95	94	3	94	Clc1ccccc1OCCN1CCC(Cc2ccccc2)CC1
-4	98	98	-1	-5	98	-1	100	99	-5	105	COc1ccc(N/N=C(C)/C(=N/O)C(=O)Nc2ccccc2)cc1
-7	99	101	-2	-5	99	-4	102	99	-8	102	Clc1ccccc1-c1nnn(Cc2ccc(-c3nn[nH]n3)cc2)n1
-12	96	97	6	-32	98	-8	99	98	-6	96	COc1cccc2c1C(=O)c1ccc3ccccc3c1C2=O
2	99	96	4	1	97	5	103	99	2	99	O=S(=O)(NCC1CCCO1)c1ccc(S(=O)(=O)N2CCc3ccccc3C2)cc1 (stereo not given)
-3	97	97	1	3	96	-3	102	96	-2	94	O=C(O)C1Cc2ccccc2CN1S(=O)(=O)c1ccc2ccccc2c1 (stereo not given)
-10	101	101	-2	-8	100	-6	107	101	-20	98	Clc1ccc(SCc2cn3cccnc3n2)cc1
2	100	104	-1	-6	101	-5	107	103	1	99	Cc1c(N=C2NC(=O)/C(=C/c3ccc(O)cc3)S2)c(=O)n(-c2ccccc2)n1C
2	99	100	2	-1	95	0	101	95	-3	108	COc1cccc(CN2CCN(C(=O)c3cc(-c4ccccn4)nc4ccc(Cl)cc34)CC2)c1
-3	101	103	-1	-3	96	1	100	103	-2	95	COc1ccc(C2C(C(=O)OCC(=O)N3CCCCC3)CCC(=O)N2c2ccc(OC)cc2)cc1 (stereo not given)
-3	94	95	0	-1	97	-1	93	96	-5	95	CCN(CC)S(=O)(=O)c1ccc(Nc2nc3ccccc3n3nnnc23)cc1
0	101	100	3	0	97	-2	101	100	-3	106	O=C(COC(=O)CNS(=O)(=O)/C=C/c1ccccc1)Nc1cc(S(=O)(=O)N2CCCCC2)ccc1Cl
-4	98	94	-5	-5	102	-6	100	98	-9	96	COc1cc(CCC(=O)OCC(=O)Nc2c(C)cc(C)cc2C)cc(OC)c1OC
0	100	99	-5	-1	99	-4	101	100	-4	103	COC(=O)c1ccncc1C(=O)Nc1ccc(OC)cc1
-1	96	96	-3	-5	96	-2	96	98	-3	96	Cc1c(CCO)c(=O)[nH]n1C(=O)c1c(F)cccc1F
-8	100	99	-7	-10	100	-11	100	100	-13	99	COc1ccccc1NS(=O)(=O)c1ccc(Cl)c(NC(=O)CN2C(=O)c3ccccc3C2=O)c1
-11	94	97	-1	-10	94	-1	96	97	-13	97	COc1cccc(NC(=O)CSc2ncnc3c2cnn3Cc2ccccc2)c1
-11	99	102	-10	-16	98	-14	101	98	-8	97	CNC(=S)NNC(=O)c1sccc1C

Profiles as entered above:
`Cc1c(CCO)c(=O)[nH]n1C(=O)c1c(F)cccc1F` as listed: Bcl-2 Bim block: -1; Rab2A wt mod: 96; Cdc42 wt: 96; Bcl-W Bim block: -3; Bim-Bcl-B: -5; Rac1 mut GTP: 96; Bcl-XL Bim block: -2; Rac1 wt GTP bind: 96; HRas wt GTP: 98; Bim-Bfl-1: -3; Rab7 wt GTP bind: 96
`CCN(CC)S(=O)(=O)c1ccc(Nc2nc3ccccc3n3nnnc23)cc1` as listed: Bcl-2 Bim block: -3; Rab2A wt mod: 94; Cdc42 wt: 95; Bcl-W Bim block: 0; Bim-Bcl-B: -1; Rac1 mut GTP: 97; Bcl-XL Bim block: -1; Rac1 wt GTP bind: 93; HRas wt GTP: 96; Bim-Bfl-1: -5; Rab7 wt GTP bind: 95
`COc1cccc(CN2CCN(C(=O)c3cc(-c4ccccn4)nc4ccc(Cl)cc34)CC2)c1` as listed: Bcl-2 Bim block: 2; Rab2A wt mod: 99; Cdc42 wt: 100; Bcl-W Bim block: 2; Bim-Bcl-B: -1; Rac1 mut GTP: 95; Bcl-XL Bim block: 0; Rac1 wt GTP bind: 101; HRas wt GTP: 95; Bim-Bfl-1: -3; Rab7 wt GTP bind: 108

(list continues)
Bcl-2 Bim block	Rab2A wt mod	Cdc42 wt	Bcl-W Bim block	Bim-Bcl-B	Rac1 mut GTP	Bcl-XL Bim block	Rac1 wt GTP bind	HRas wt GTP	Bim-Bfl-1	Rab7 wt GTP bind	Compound
-1	97	93	1	-2	94	-2	97	98	-4	104	CCC(=O)Nc1nnc(SCC(=O)NCCc2ccc(OC)c(OC)c2)s1
-4	?	?	0	-4	?	-4	?	?	0	?	CCOC(=O)C1=C(CSc2nncn2C)NC(=O)NC1c1cc(OCC)ccc1OCC (stereo not given)
-6	98	98	-5	-9	100	-8	102	99	-3	101	COc1ccccc1OCCC(=O)Nc1cccc(S(=O)(=O)N2CCCCC2)c1
10	93	99	4	-4	96	4	101	95	7	101	Oc1ccc(Br)cc1C=Nc1ccc2c3c(cccc13)CC2
-3	98	98	-3	-5	97	-7	100	97	-11	100	CCn1c(CNc2ccc(Cl)cc2)nnc1SCc1ccccc1
-1	101	96	0	-2	96	-1	97	97	-4	102	CCOC(=O)C(C(=O)OCC)N(C#N)c1nc(N(C)C)nc(N(C)C)n1
-2	101	100	-2	-4	99	-6	103	100	-4	100	O=C(CN(Cc1ccccc1)S(=O)(=O)c1cccc(C(F)(F)F)c1)NC1CCCCC1
-3	99	101	3	1	95	3	97	97	2	94	Cc1ccc(S(=O)(=O)Nc2nsc(N)n2)cc1
0	99	98	-2	-4	96	-3	102	102	-6	101	O=C(CC1C(=O)NCCN1Cc1cccc(Oc2ccccc2)c1)NCCc1cscn1 (stereo not given)
10	96	98	13	-1	97	13	100	97	9	99	CCOC(=O)c1sc(-c2ccccc2)cc1NC(=O)Nc1ccccc1
-4	98	99	-3	1	97	-1	101	98	-3	97	O=C(C1CCCN(S(=O)(=O)c2cccc3nsnc23)C1)N1CCCCCC1 (stereo not given)
-9	98	101	1	-9	96	-8	97	97	-15	97	CC(C)CNc1ncnc2c1sc1nc(N3CCOCC3)c3c(c12)CC(C)(C)OC3

Quoted at random: 2 records from the list
Bcl-2 Bim block	Rab2A wt mod	Cdc42 wt	Bcl-W Bim block	Bim-Bcl-B	Rac1 mut GTP	Bcl-XL Bim block	Rac1 wt GTP bind	HRas wt GTP	Bim-Bfl-1	Rab7 wt GTP bind	Compound
10	96	98	13	-1	97	13	100	97	9	99	CCOC(=O)c1sc(-c2ccccc2)cc1NC(=O)Nc1ccccc1
-9	98	101	1	-9	96	-8	97	97	-15	97	CC(C)CNc1ncnc2c1sc1nc(N3CCOCC3)c3c(c12)CC(C)(C)OC3

Next structures follow:
Bcl-2 Bim block	Rab2A wt mod	Cdc42 wt	Bcl-W Bim block	Bim-Bcl-B	Rac1 mut GTP	Bcl-XL Bim block	Rac1 wt GTP bind	HRas wt GTP	Bim-Bfl-1	Rab7 wt GTP bind	Compound
-8	100	99	-2	-4	97	-6	103	98	-17	99	COc1ccc(N2CCN(S(=O)(=O)Cc3ccccc3)CC2)cc1
-3	98	97	1	-4	96	-2	97	97	-3	100	Cc1ccc([N+](=O)[O-])c2c1C(N1CCCCC1)C(C)(C)O2 (stereo not given)
-13	98	98	-2	-13	99	-11	100	97	-9	98	CCN(CC)c1ccc(NC(=O)CN2CCN(S(=O)(=O)c3cc(Cl)ccc3OC)CC2)cc1
0	102	104	0	-2	101	0	104	101	-2	99	CC(=O)Nc1ccc2nc(-c3ccncc3)[nH]c2c1
-3	96	99	0	-1	96	-3	98	101	0	100	O=S(=O)(Nc1ccc(S(=O)(=O)N2CCOCC2)cc1)c1ccccc1
2	96	94	1	7	96	4	93	94	7	95	CN(C(=O)COC(=O)c1cnc(Cl)c(Cl)c1)C1CCS(=O)(=O)C1 (stereo not given)
-6	99	100	1	-8	100	-4	102	101	-13	97	CCOC(=O)C1=C(C)OC(N)=C(C#N)C1c1c(C)nn(-c2ccccc2)c1Cl (stereo not given)
6	98	99	2	4	99	4	101	98	4	96	CCOC(=O)N1CCc2c(sc3nc4n(c(=O)c23)N=C(C)CS4)C1
-10	99	99	-1	-8	99	-5	102	100	-11	100	O=C(Nc1ccncc1)c1cccc(F)c1
